# ABHD4 inh = ABHD4 (mouse) inhibition, primary FP screen. Q8VD66. purified mABHD4, FP-Rh probe fluorescence polarization. inhibition, % at 8.92 µM. 0.54% of 370,000 active. AID 720543;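 active means inhibition exceeding the mean over every tested compound plus 3 SD, cut at about 30% in these data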;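 further: 0% = plate median of compound wells and 100% = S159A mutant with DMSO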
#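 Test system: mABHD4 protein | Buffer or medium: HEPES pH 7.0 buffer, 150 mM NaCl, 0.01% Pluronic F-127 | Probe or stimulus: FP-Rh fluorescent activity-based probe, added after compound pre-incubation | Timing: Pre-incubation 45 min, probe exposure 60 min, at 25 °C | Technique: Fluorescence polarization, excitation 525 nm, emission 598 nm, BODIPY TMR filters | Repeats: Single well per compound (singlicate)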
# TCR-CD3 inh = inhibitors of human TCR-CD3 interaction. TAMRA-labeled TCR probe fluorescence, biochemical. AID 651800. 0.37% of 360,000 active. inhibition, % at 9.4 µM; in the data active means inhibition above about 19%;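 further: recombinant mutant TCR 2C K166C tagged with TAMRA read by polarization; 0% = receptor in buffer alone and 100% = receptor with positive control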
# Tn7 DDE FP = inhibitors of Tn7 peptide binding to human fibrin DD(E); FP displacement of FITC-Tn7 peptide from fibrin DD(E); 0% = median of compound wells per plate; inhibition, % at 8.3 µM; 0.13% of 370,000 active; AID 720508;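 active means inhibition above the mean of compounds falling within the control limits plus 3 SD of them, cut at about 14% in these data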;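 further: 0% = plate median of compound wells and 100% = 10 µM Aha-Tn7 peptide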
#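 Assay system: Human clot-derived fibrin DD(E) complex | Buffer or medium: Tris/NaCl/CaCl2 buffer, pH 7.8 | Repeats: One replicate per compound | Benchmarks: Aha-Tn7 high control | Measure: % inhibition scaled between sample-field median and high-control FP | Schedule: 10 min plus 3 h, room temperature | Signal: Fluorescence polarization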
# SIAE primary = blocks human sialic acid acetylesterase | Q9HAT2 | SIAE FP-Rh probe binding, fluorescence polarization | inhibition, % at 9.66 µM | 0.69% of 370,000 active;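 active means inhibition above a cutoff: mean of compounds within the control limits plus 3 SD of those, cut at about 17% in these data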;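 further: 0% = plate median of compound wells and 100% = probe without SIAE protein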
# UHRF1 binding = UHRF1 methyl-DNA binding inhibition. Q96T88. UHRF1 binding to methylated oligo, TR-FRET. inhibition, % at 4.4 µM. 0.75% of 370,000 active. AID 687016; in the data active means inhibition above about 21%;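 further: UHRF1 SRA domain binding a hemimethylated CpG hairpin DNA probe; 0% = median of test compound wells and 100% = reference inhibitor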
# PG9 Ab binder = binds the HIV-1 gp120 antibody PG9. 0.43% of 360,000 active. TR-FRET gp120-PG9 antibody binding. inhibition, % at 6.7 µM; in the data active means inhibition above about 8.5%
# TDP2 absorb = blocks human TDP2 phosphodiesterase activity | O95551 | recombinant TDP2, T5PNP hydrolysis, p-nitrophenol absorbance 415 nm | inhibition, % at 12.8 µM | 0.34% of 370,000 active | AID 720702;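 active means inhibition above the mean of all tested compounds plus 3 SD, set per campaign, cut at about 25% in these data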;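 further: 0% = DMSO with enzyme and 100% = buffer with substrate but no TDP2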
# Target sequence (O95551 whole entry, looked up): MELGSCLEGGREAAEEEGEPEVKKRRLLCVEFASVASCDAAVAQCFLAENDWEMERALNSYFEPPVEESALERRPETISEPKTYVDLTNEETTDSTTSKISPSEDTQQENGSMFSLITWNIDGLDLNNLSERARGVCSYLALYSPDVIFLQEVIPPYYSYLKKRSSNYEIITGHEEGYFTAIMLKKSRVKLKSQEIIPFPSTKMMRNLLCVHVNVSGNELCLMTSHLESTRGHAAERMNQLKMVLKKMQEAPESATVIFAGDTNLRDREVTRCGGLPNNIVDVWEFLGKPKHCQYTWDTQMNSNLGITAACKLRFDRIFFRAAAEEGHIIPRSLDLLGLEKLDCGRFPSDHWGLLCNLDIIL
#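 Incubation: 2 h at 37 °C; Test system: recombinant human TDP2; Quantity: enzyme 120 nM; Read-out basis: percent inhibition; Medium: 50 mM Tris-HCl pH 7.5 with Mg2+, KCl, DTT, BSA; Repeats: single replicate; Compound: 12.8 µM single point, 1% DMSO; Signal: epi absorbance; Reagent: 5 mM T5PNP chromogenic substrate; Benchmarks: no-enzyme high, DMSO-plus-enzyme low.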
# LEDGF integ inh = blocks HIV-1 LEDGF/p75-dependent DNA integration; TR-FRET IN-LEDGF/p75 DNA integration, Eu/Cy5; inhibition, % at 3.7 µM; 0.64% of 370,000 active; AID 743269;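 active means inhibition above the screen-wide mean plus 3 SD, cut at about 13% in these data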;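 further: signal is the Cy5 over europium emission ratio at 671 and 618 nm; 0% = plate median of compound wells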
# PRMT1 inh = blocks human protein arginine methyltransferase 1. Q99873. recombinant PRMT1, activity-based probe fluorescence polarization. inhibition, % at 2.79 µM. 1.3% of 370,000 active;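 active means inhibition above about 21% made by adding two undisclosed values, limit read from the data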
# HTRA1 inhibitor = inhibitors of human serine peptidase HTRA1; Q92743; recombinant HTRA1, FP-rhodamine activity-based probe, fluorescence polarization; inhibition, % at 5.96 µM; 0.5% of 340,000 active; AID 504803; in the data active means inhibition above about 36%;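 further: 0% = enzyme with DMSO and 100% = wells lacking enzyme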
# Target sequence (Q92743 whole entry, looked up): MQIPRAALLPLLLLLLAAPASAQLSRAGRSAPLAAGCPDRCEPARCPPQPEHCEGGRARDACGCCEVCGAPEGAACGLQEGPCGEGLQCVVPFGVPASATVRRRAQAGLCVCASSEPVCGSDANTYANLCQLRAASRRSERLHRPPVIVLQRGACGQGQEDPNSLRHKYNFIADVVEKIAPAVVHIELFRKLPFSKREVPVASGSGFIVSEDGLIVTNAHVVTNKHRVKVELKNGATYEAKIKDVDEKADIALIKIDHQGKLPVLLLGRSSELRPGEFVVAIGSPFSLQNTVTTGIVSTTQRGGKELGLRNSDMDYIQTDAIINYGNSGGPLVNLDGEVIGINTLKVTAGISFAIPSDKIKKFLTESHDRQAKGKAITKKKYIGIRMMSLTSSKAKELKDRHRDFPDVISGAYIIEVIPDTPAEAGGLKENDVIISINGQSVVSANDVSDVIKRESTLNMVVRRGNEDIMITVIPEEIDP
# * hit, by the source's call; x = no result given.
SMILES,ABHD4 inh,TCR-CD3 inh,Tn7 DDE FP,SIAE primary,UHRF1 binding,PG9 Ab binder,TDP2 absorb,LEDGF integ inh,PRMT1 inh,HTRA1 inhibitor
CCC(=NCc1ccccc1)c1c(C(F)(F)F)[nH]n(-c2nc3ccccc3s2)c1=O,-9,0,10,-11,1,-1.8,9,3,0,-1
Cc1nn(C)c(NC(=O)c2ccccc2Cl)c1Cl,0,-10,5,6,4,0.9,-6,-1,1,-4
Cc1cccc(N(CC(=O)NC2CC3CCC2C3)S(=O)(=O)c2ccccc2)c1 (centres undefined),14,2,8,6,0,-0.8,3,0,-2,-12
COc1ccccc1NC(=O)Cc1csc(NC(=S)Nc2ccccc2)n1,-14,-3,-8,-5,-3,0.6,7,1,4,-47
CCS(=O)(=O)c1nc(S(=O)(=O)c2ccc(C)cc2)c(N2CCN(CCO)CC2)s1,6,-2,6,4,-3,-2.2,25*,0,1,3
c1ccc(Cn2nnc3c(N4CCOCC4)ncnc32)cc1,-1,4,1,0,-1,1.7,-1,-4,-1,6
CC(O)C(=O)NCCOCCOCCNC(=O)C(C)O (centres undefined),1,5,4,-4,0,0.5,-2,-1,-5,4
COc1ccc(-c2cc(-c3cccnc3)c(C#N)c(N)n2)cc1,6,-4,-3,-6,1,1.0,2,-3,4,-8
Cc1cnc(C(=O)Nc2ccc(-n3cnnn3)cc2)cn1,-3,9,-2,7,-1,-2.9,13,-2,1,-1
Nc1nc(-c2cccc(Br)c2)cs1,-6,3,-2,12,-12,0.4,8,-2,2,-2
O=C(Cc1ccccc1)NNC(=O)c1cnccn1,-15,-7,0,-8,1,-4.5,-17,2,-3,8
O=C(Nc1ccccc1F)Nc1cccnc1Cl,-3,3,2,3,2,-0.3,-4,-1,-5,2
FC(F)(F)c1cccc(-c2nnc3ccc(C(F)(F)F)cn23)c1,-11,-11,2,-2,15,0.0,5,3,3,0
NC(=O)c1ncc(C(F)(F)F)cc1Oc1cccc(F)c1,5,1,4,4,-1,-0.1,10,2,-1,3
CCc1ccccc1NC(=O)COC(=O)c1cccs1,0,-6,5,1,0,0.7,2,-1,1,0
CCOC(=O)N1CCN(S(=O)(=O)c2ccc(OCC(=O)OC)c(Cl)c2)CC1,-10,4,6,2,0,-2.2,1,-1,-3,-9
CC12CCC(C(=O)N(CC(=O)O)C1=O)C2(C)C (centres undefined),-3,5,6,3,-2,-2.5,12,3,-1,-4
CC(=O)c1ccc(N2CCN(CC(=O)N(C3CC3)C3CCS(=O)(=O)C3)CC2)c(F)c1 (centres undefined),9,-3,-3,6,3,0.6,-2,-3,3,8
O=c1[nH]c(=S)[nH]cc1Oc1ccc(Cl)cc1Cl,5,-1,0,4,-2,7.7,-2,2,-1,3
CCC(C)NC(=O)CN(c1cc(Cl)ccc1OC)S(C)(=O)=O (centres undefined),6,8,9,0,0,-1.6,2,-2,0,-3
CC/C(=N\NC(=O)CSCc1ccccc1Cl)c1ccc2c(c1)OCCO2,-7,-6,4,-6,5,-1.8,-2,1,1,-18
CC(C)Cc1nnc(NC(=O)CCC(=O)NC2CCCc3ccccc32)s1 (centres undefined),-8,5,8,0,-3,0.3,4,1,-4,3
COc1ccc(S(=O)(=O)CCC(=O)N2CCN(c3ccc([N+](=O)[O-])cc3)CC2)cc1,2,9,-3,10,-2,-1.3,-1,0,-3,3
O=C(NCCc1ccc(Cl)cc1)C1CCC(CNc2nc(=S)[nH]c3ccccc23)CC1 (centres undefined),-2,2,-9,-21,-2,0.1,-7,2,1,-6
COCCC(=O)Nc1ccc2c(c1)CN(C(=O)CSC)CC2,-5,-5,4,-5,-2,0.1,2,2,3,9

# 3 compounds from above with just ABHD4 inh and SIAE primary:
smiles	ABHD4 inh	SIAE primary
Cc1cccc(N(CC(=O)NC2CC3CCC2C3)S(=O)(=O)c2ccccc2)c1 (centres undefined)	14	6
CCS(=O)(=O)c1nc(S(=O)(=O)c2ccc(C)cc2)c(N2CCN(CCO)CC2)s1	6	4
Cc1nn(C)c(NC(=O)c2ccccc2Cl)c1Cl	0	6

# Additional records.
SMILES,ABHD4 inh,TCR-CD3 inh,Tn7 DDE FP,SIAE primary,UHRF1 binding,PG9 Ab binder,TDP2 absorb,LEDGF integ inh,PRMT1 inh,HTRA1 inhibitor
COc1cccc(-c2nc3nc(C)cc(C)n3c2NCc2ccccc2)c1,-13,-2,-2,-7,-4,-1.9,-5,-5,6,x
CC1(C(=O)O)CCC(C(N)=O)C1(C)C (centres undefined),1,0,3,5,-3,0.7,8,3,-5,3
NC(=S)N=Nc1c(O)n(Cc2ccc(Br)cc2)c2ccccc12,19,-1,-4,2,7,-0.5,-1,-2,1,2
CCN1CCN(c2ccc(S(=O)(=O)N3CCCCC3)cc2NC(=O)/C=C/c2ccc(F)cc2)CC1,17,9,-3,-2,-2,-2.0,-9,3,-1,-11
COC(=O)NC1(C(=O)O)CCCC1,0,0,0,-1,0,-2.9,12,0,0,2
CC(C)C(OC(=O)CCC(=O)Nc1nccs1)C(=O)NC1CCCCC1 (centres undefined),-6,2,6,2,-1,-1.0,-4,2,-1,1
CCc1ccc2oc(C(=O)NCc3ccncc3)c(C)c2c1,1,8,4,-9,-3,0.6,-11,-4,-2,5
COC(=O)[C@H](Cc1ccc(O)cc1)NC(=O)Cn1cnc2c(OCc3ccccc3)ncnc21,3,-1,3,10,-2,-0.6,-6,1,-2,6
CCC(Sc1nc2cc3c(cc2c(=O)n1Cc1ccco1)OCO3)C(=O)NCCOC (centres undefined),-2,8,3,-5,-1,0.5,-8,-3,0,4
O=C(c1ccc2c(c1)OCO2)N1CCN(c2ncccn2)CC1,12,-3,7,1,2,-0.7,5,-3,-2,8
CCOC(=O)c1c(NC(=O)C2C3C=CC(C3)C2C(=O)O)sc2c1CCCC2 (centres undefined),4,1,-1,9,0,-0.8,3,0,-3,2
COCc1cc(=O)n2[nH]c(N)nc2n1,0,2,-1,-5,4,1.2,2,-1,-1,3
Cc1csc2ncc(C(=O)Nc3ccccc3Cl)c(=O)n12,2,3,4,0,-2,-1.0,-11,-2,1,1
COc1ccc(CSCCNC(=S)Nc2ccccc2)cc1Cl,-17,3,-1,-3,0,-1.8,-10,-2,-3,-21
O=C(Cc1n[nH]c(=O)c2ccccc12)NCc1ccccn1,2,-1,1,8,2,0.3,6,3,2,-3
O=C(COC(=O)c1ccc2c(c1)OCCO2)NCc1ccc(Cl)cc1,-1,-5,0,3,-2,1.1,8,2,-2,-19
O=C(CCSc1ccccc1)NCCSCc1ccco1,0,2,-2,4,2,-2.5,-3,-3,-2,-12
COC(=O)c1nc[nH]c1C(=O)OC,4,-12,8,-7,1,-0.7,-6,-3,1,6
O=C(CN1CCN(S(=O)(=O)c2ccc(Br)cc2)CC1)N/N=C/c1ccc(Cl)c([N+](=O)[O-])c1,-6,2,-8,2,0,0.0,-9,-1,-1,-18
Cc1ccsc1C(=O)OCC(=O)NC1CCCC(C)C1C (centres undefined),3,-4,-2,9,5,-1.1,10,-2,-2,-4
CC(Oc1ccc2ccccc2c1)C(=O)NNC(=S)NC(=O)c1ccco1 (centres undefined),11,2,-3,2,-3,0.6,-9,5,10,-5
Cc1cccc(CNc2ncnc3ccc(-c4ccccc4Cl)cc23)c1,-37,8,1,-29,-1,-0.6,-2,0,0,-70
CCn1cc(/C=C/C(=O)NCc2c(C)nn(C)c2C)cn1,0,2,-10,3,-3,-3.7,-1,1,2,2
COc1ccc(CNc2ccc(Br)cc2)cc1,-4,0,-2,1,0,0.9,-9,-4,-1,-7
COC(=O)Cn1c(=NC(=O)c2ccc(S(=O)(=O)N3CCOCC3)cc2)sc2cc(S(N)(=O)=O)ccc21,-5,0,-5,-19,-4,-3.2,15,2,-2,-8
COc1c(-c2ccc([N+](=O)[O-])cc2[N+](=O)[O-])c(=O)n(C)c(=O)n1C,-1,5,-2,1,5,-0.6,7,-2,0,4
COc1ccc(/C=N/Nc2ncnc3sc(C)c(C)c23)cc1,1,-6,-4,5,2,-1.2,-2,4,-2,23
CCCN=C1CC(C)(C)CC(=O)/C1=C(/O)CCC,-1,7,-6,4,2,-1.1,1,2,1,-3
CCC(CC)C(=O)N(C)c1c(C)nc2c(OCc3ccc(OC(F)F)cc3)cccn12,7,-1,-3,5,-2,0.8,8,0,-3,x

# Complete entries as entered above. Screens in order: ABHD4 inh | TCR-CD3 inh | Tn7 DDE FP | SIAE primary | UHRF1 binding | PG9 Ab binder | TDP2 absorb | LEDGF integ inh | PRMT1 inh | HTRA1 inhibitor
# COc1ccc(CSCCNC(=S)Nc2ccccc2)cc1Cl is listed with -17 | 3 | -1 | -3 | 0 | -1.8 | -10 | -2 | -3 | -21
# NC(=S)N=Nc1c(O)n(Cc2ccc(Br)cc2)c2ccccc12 is listed with 19 | -1 | -4 | 2 | 7 | -0.5 | -1 | -2 | 1 | 2
# O=C(Nc1ccccc1F)Nc1cccnc1Cl is listed with -3 | 3 | 2 | 3 | 2 | -0.3 | -4 | -1 | -5 | 2

# Structural class: the entries above containing an aryl thioether with sulfur outside any ring (2)
SMILES,ABHD4 inh,TCR-CD3 inh,Tn7 DDE FP,SIAE primary,UHRF1 binding,PG9 Ab binder,TDP2 absorb,LEDGF integ inh,PRMT1 inh,HTRA1 inhibitor
CCC(Sc1nc2cc3c(cc2c(=O)n1Cc1ccco1)OCO3)C(=O)NCCOC (centres undefined),-2,8,3,-5,-1,0.5,-8,-3,0,4
O=C(CCSc1ccccc1)NCCSCc1ccco1,0,2,-2,4,2,-2.5,-3,-3,-2,-12

# Screening data: PubChem BioAssay, The Scripps Research Institute Molecular Screening Center
